PREPL inh = inhibits the human prolyl oligopeptidase-like enzyme; inhibition, % at 5.96 µM; Q4J6C6; recombinant PREPL, fluorescence polarization activity-based probe; hit rate 0.68% among 320,000; in the data active = inhibition above about 43%;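 note: 0% = enzyme with DMSO and 100% = wells lacking enzyme; many of its hits are not listed in these tables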
Target sequence (Q4J6C6 whole entry, looked up): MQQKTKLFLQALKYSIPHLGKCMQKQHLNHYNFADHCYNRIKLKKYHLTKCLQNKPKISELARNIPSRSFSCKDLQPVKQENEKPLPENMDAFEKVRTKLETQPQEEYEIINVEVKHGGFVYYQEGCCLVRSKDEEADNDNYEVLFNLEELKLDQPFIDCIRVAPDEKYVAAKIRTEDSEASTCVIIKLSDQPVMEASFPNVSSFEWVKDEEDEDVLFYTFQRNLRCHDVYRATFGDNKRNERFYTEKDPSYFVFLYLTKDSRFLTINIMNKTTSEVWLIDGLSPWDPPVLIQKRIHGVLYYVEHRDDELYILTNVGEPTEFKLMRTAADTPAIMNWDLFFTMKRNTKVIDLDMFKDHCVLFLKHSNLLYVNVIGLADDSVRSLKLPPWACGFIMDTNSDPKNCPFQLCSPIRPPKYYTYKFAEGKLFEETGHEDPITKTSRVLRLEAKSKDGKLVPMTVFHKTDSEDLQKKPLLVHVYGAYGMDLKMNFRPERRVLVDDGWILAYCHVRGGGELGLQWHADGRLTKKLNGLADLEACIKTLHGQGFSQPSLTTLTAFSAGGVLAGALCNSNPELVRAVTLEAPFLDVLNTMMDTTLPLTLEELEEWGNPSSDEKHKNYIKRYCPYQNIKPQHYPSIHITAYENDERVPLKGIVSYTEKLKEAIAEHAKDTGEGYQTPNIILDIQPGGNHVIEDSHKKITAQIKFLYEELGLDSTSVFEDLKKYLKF
LYPLA1 inh = blocks human lysophospholipase 1, a PME1 counter-screen | O75608 | recombinant LYPLA1, FP-Rh probe fluorescence polarization | inhibition, % at 5.9 µM | hit rate 0.16% among 320,000;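 active = inhibition above the mean of all tested compounds plus 3 SD, set per campaign, cut at about 14% in these data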;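 note: inhibitors block serine hydrolase probe labeling of LYPLA1 so polarization falls; 0% = enzyme with DMSO and 100% = wells lacking LYPLA1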
LYPLA2 counter = LYPLA2 (human) inhibition in PME1 counter-screen | O95372 | inhibition, % at 5.9 µM | hit rate 0.38% among 320,000 | recombinant LYPLA2, FP-Rh probe fluorescence polarization | AID 2177;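 active = inhibition above the screen-wide mean plus 3 SD, limit set per campaign, cut at about 26% in these data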;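 note: 0% = LYPLA2 with DMSO and 100% = wells lacking LYPLA2 enzyme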
PAFAH1B2 inh = PAFAH1B2 (human) inhibition; P68402; recombinant PAFAH1B2, FP-rhodamine activity probe, fluorescence polarization; hit rate 1.2% among 340,000; inhibition, % at 3.39 µM; AID 492953;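 active = inhibition above the mean of all tested compounds plus 3 SD, cut at about 24% in these data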;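 note: 0% = enzyme with DMSO and 100% = wells lacking PAFAH1B2; many of its hits are not listed in these tables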
ZTA DNA inh = ZTA (EBV) inhibition in EBNA-1 counter-screen; P03206; ZTA-DNA binding, fluorescence polarization; inhibition, % at 11 µM; hit rate 0.15% among 320,000; in the data active = inhibition above about 33%
pPAFAH inh = pPAFAH (human) enzyme inhibition; Q13093; recombinant pPAFAH, FP-rhodamine probe fluorescence polarization; inhibition, % at 3.39 µM; hit rate 1.5% among 330,000; AID 463082;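 active = inhibition above the mean inhibition across the screen plus 3 SD, cut at about 25% in these data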;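 note: inhibitors block binding of the rhodamine activity-based probe so polarization drops; 0% = enzyme with DMSO and 100% = wells lacking pPAFAH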
EBNA-1 inh = blocks EBNA-1 binding to DNA; hit rate 0.34% among 300,000; EBNA-1 DNA binding, fluorescence polarization; inhibition, % at 14.8 µM; in the data active = inhibition above about 28%
PAFAH2 inh = inhibitors of human PAFAH2. Q99487. AID 492956. hit rate 0.99% among 340,000. inhibition, % at 3.39 µM. recombinant PAFAH2, FP-rhodamine activity probe, fluorescence polarization;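 active = inhibition above the mean over all tested compounds plus 3 SD, cut at about 30% in these data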;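 note: inhibitors block probe labeling of enzyme so polarization drops; 0% = enzyme with DMSO and 100% = wells lacking PAFAH2 protein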
PAFAH1B3 inh = blocks human PAF acetylhydrolase 1B catalytic subunit 3; recombinant PAFAH1B3, FP-rhodamine probe, fluorescence polarization; inhibition, % at 3.39 µM; Q15102; hit rate 0.28% among 340,000;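 active = inhibition above the screen-wide average of all tested compounds plus 3 SD, cut at about 25% in these data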;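 note: 0% = enzyme with DMSO only and 100% = wells lacking PAFAH1B3 protein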
Target sequence (Q15102 whole entry, looked up): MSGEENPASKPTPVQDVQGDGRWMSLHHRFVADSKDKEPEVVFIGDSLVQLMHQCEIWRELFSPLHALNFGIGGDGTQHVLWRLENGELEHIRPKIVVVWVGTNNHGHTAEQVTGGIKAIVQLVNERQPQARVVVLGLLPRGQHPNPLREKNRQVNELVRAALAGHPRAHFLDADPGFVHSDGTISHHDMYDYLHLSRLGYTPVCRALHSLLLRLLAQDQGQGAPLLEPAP
The depositor's hits bear a star; nt = not tested or not shown.

canonical_smiles	PREPL inh	LYPLA1 inh	LYPLA2 counter	PAFAH1B2 inh	ZTA DNA inh	pPAFAH inh	EBNA-1 inh	PAFAH2 inh	PAFAH1B3 inh
O=S(=O)(c1ccc2ccccc2c1)N1CCC(c2nc(-c3ccncc3)no2)CC1	-13	5	11	-6	-6	1	-5	1	-4
CCOc1ccc(CN(C(=O)c2oc3cc(C)ccc3c2C)C2CCS(=O)(=O)C2)cc1 (stereo unspecified)	-23	-4	6	7	1	7	-11	1	13
Cn1c(=O)n(Cc2ccc(F)cc2)c(=O)c2c1nc1n2CCCN1C1CCCCC1	16	-1	2	2	-16	0	-6	5	4
O=C(Nc1ccc(COc2ccccc2)cc1)Nc1cccc(C(=O)O)c1	14	0	5	15	1	-1	12	11	14
CCCOC(=O)c1ccc(NC(=O)CCC(=O)OCC)cc1	-1	2	4	6	-4	3	4	0	2
COc1ccc([N+](=O)[O-])cc1NC(=O)C(C)OC(=O)C1c2ccccc2Oc2ccccc21 (stereo unspecified)	6	-8	-4	4	4	3	0	-2	3
O=c1c(-c2ccccc2)c[nH]n1-c1cccc([N+](=O)[O-])c1	-2	7	2	10	-4	11	-18	22	2
COc1cc2c(cc1OC)-c1cc(NC3CC3)nc(=O)n1CC2	-2	0	6	4	1	-1	2	4	1
CCSc1nc(C)nc2sc(C)c(C)c12	7	-5	-2	2	-2	1	1	6	9
CN1C(=O)NC(c2ccccc2)(C(F)(F)F)S/C1=C(/C#N)c1nnc(N2CCOCC2)n1-c1ccccc1 (stereo unspecified)	-5	2	10	23	-6	6	0	5	0

An excerpt from above in order of count of non-hydrogen atoms, rising.
canonical_smiles	PREPL inh	LYPLA1 inh	LYPLA2 counter	PAFAH1B2 inh	ZTA DNA inh	pPAFAH inh	EBNA-1 inh	PAFAH2 inh	PAFAH1B3 inh
CCSc1nc(C)nc2sc(C)c(C)c12	7	-5	-2	2	-2	1	1	6	9
O=c1c(-c2ccccc2)c[nH]n1-c1cccc([N+](=O)[O-])c1	-2	7	2	10	-4	11	-18	22	2
COc1cc2c(cc1OC)-c1cc(NC3CC3)nc(=O)n1CC2	-2	0	6	4	1	-1	2	4	1

More structures
canonical_smiles	PREPL inh	LYPLA1 inh	LYPLA2 counter	PAFAH1B2 inh	ZTA DNA inh	pPAFAH inh	EBNA-1 inh	PAFAH2 inh	PAFAH1B3 inh
Cc1cc(NC(=O)CSCC(=O)OCC(=O)c2cccc(Br)c2)no1	19	-2	1	-3	1	20	nt	9	-4
CCc1nc(NCCN)c(C#N)c2c1CSC(C)(C)C2	-18	2	3	4	-9	-5	-4	-2	4
COc1ccc(C(C)=O)cc1CN(c1ccccc1OC)S(=O)(=O)c1cccs1	-6	-3	-12	2	16	0	3	-1	-10
Cc1ccc(C)c2[nH]c(=O)c(C(c3nnnn3C3CCCC3)N3CCOCC3)cc12 (stereo unspecified)	-2	-1	3	6	8	-5	6	18	-5
CC(C)(C)c1ccc(OCCC(=O)OCC(=O)N2c3ccccc3NC(=O)C2(C)C)cc1	-9	-1	-3	17	0	12	5	4	-2
CN(C)c1ccc(/C=N/NC(=O)c2ccn(C)n2)cc1	9	-2	-5	-2	3	-2	-14	6	11
COCCOCC(=O)Nc1ccc(S(=O)(=O)Nc2cc(C)nc(C)n2)cc1	0	-2	-8	4	-12	7	-2	5	5
C[C@H](CO)N1C[C@H](C)[C@@H](CN(C)C(=O)Nc2ccccc2)Oc2ccc(NS(=O)(=O)c3ccccc3)cc2C1=O	12	nt	nt	4	nt	7	nt	9	8
Cc1nn(CC(=O)N/N=C/c2ccc3c(c2)OCO3)c(C)c1Br	-5	-4	-4	1	2	1	-5	-5	2
O=C(c1ccc(Cl)c(Cl)c1)N1CCN(Cc2ccc3c(c2)OCO3)CC1	6	-2	-6	5	6	3	5	4	4
CN1CCN(C(=O)/C=C/c2cn(-c3ccccc3)nc2-c2ccc3c(c2)OCCO3)CC1	1	-9	-5	1	4	1	-4	2	1
O=C(CCC(=O)N1CCN(c2ccccc2F)CC1)c1ccc(F)cc1	1	-1	8	4	2	13	-2	16	8
N#CCC(=O)Nc1ccc(C(=O)OCC(=O)N2CCN(C(=O)c3ccco3)CC2)cc1	8	nt	nt	-1	nt	0	nt	-1	1
CSCCC(NC(=O)c1ccc(Cl)cc1Cl)C(=O)N1CC(C)OC(C)C1 (stereo unspecified)	1	1	3	-5	-5	1	nt	-4	-10
COc1cc(NC(=O)COc2c(C)cc(C)cc2[N+](=O)[O-])c(OC)cc1Cl	3	4	-2	-5	7	-3	3	1	-3
COC(=O)c1cccc(OC(N)=O)c1	2	3	5	nt	3	3	0	nt	nt
O=C(O)CCC(=O)N1c2ccccc2NC2=C(C(=O)CC(c3ccc(F)cc3)C2)C1c1ccc([N+](=O)[O-])o1 (stereo unspecified)	18	0	4	1	6	4	-10	4	-5
COc1ccc(C)cc1NC(=O)c1nnn(Cc2cc(C)ccc2C)c1N	5	-11	-35	6	-7	-4	-1	-6	1
COCC(=O)Nc1nc(-c2ccccc2)ns1	6	-1	4	-3	-2	3	1	-3	6
CCCCOc1ccc(C)cc1CN(CCO)CCO	0	1	-1	-3	6	3	0	-2	-3
O=C(CSc1nc2ccccc2n1CC(=O)N1CCCCC1)N1CCCCC1	1	0	9	9	2	3	-14	2	4
COC(=O)CCC(=O)Nc1ccc(S(=O)(=O)Nc2cc(OC)nc(OC)n2)cc1	5	-3	0	7	-17	-3	-1	4	2
COc1cc(CCC(=O)Nc2cc(C)cc(C)c2)cc(OC)c1OC	-2	5	2	-5	10	-1	-6	-5	-2
CCOC(=O)Cc1csc(/N=C/c2c(O)n(-c3ccc(C)cc3C)c(=O)c3ccccc23)n1	0	0	-2	-2	-7	0	3	-4	-5
COc1ccc(S(=O)(=O)N(C)c2ccc(C(=O)NCc3ccncc3)cc2)cc1	1	-1	-8	1	11	-3	0	0	-1
COC(=O)CC1COc2ccccc2N1S(=O)(=O)c1ccc(OC)cc1 (stereo unspecified)	7	0	7	12	-10	9	8	0	6
CCOC(=O)c1c(C)[nH]c(C)c1C(=O)CSc1nc2ccccc2n1CC	0	5	5	-1	-4	-4	6	-2	-4
COc1cc(-c2n[nH]c(=S)n2C(C)c2ccccc2)cc(OC)c1OC (stereo unspecified)	12	0	-3	6	-11	1	2	-6	15
COCC(=O)N(Cc1cc2cccc(C)c2[nH]c1=O)c1ccccc1	-2	-1	-7	-1	-14	0	0	5	4
CCc1nc2sc(C#N)c(N)c2c2c1CCCC2	16	-3	-4	4	2	3	-5	3	4
Cc1c(/C=N/NC(=O)C2(O)c3ccccc3-c3ccccc32)cnn1C	1	2	1	2	4	0	0	1	-3
c1ccc(-c2cc3ccccc3[nH]2)cc1	20	-2	2	2	5	9	10	-4	7
CCCCn1c(O)c(C=NCCCN(C)C)c(=O)[nH]c1=O	11	0	6	3	1	5	10	-1	17
O=C(CSc1nc2[nH]ncc2c(=O)[nH]1)Nc1ccccc1	-32	2	0	3	-3	2	-7	5	5
C[C@@H]1C=C(C(=O)N2CCN(Cc3ccccc3)CC2)O[C@H](OCc2ccc(CO)cc2)C1	14	0	0	-1	0	0	2	7	3
Cn1ccc(C(=O)N/N=C/c2c[nH]c3ccccc23)n1	20	2	5	-1	-16	4	-1	-6	0
Cc1ccc(Cl)c(OC(=O)c2ccc(N3CCOCC3)c([N+](=O)[O-])c2)c1	27	4	15	-2	-5	11	4	-1	4
COc1cc(Cl)c(C)cc1NC(=O)CSCC#N	-8	-4	4	1	-14	-7	3	-3	3
Cc1cc(C)c[n+](-c2nc3ccccc3nc2[N-]S(=O)(=O)c2cccs2)c1	4	2	4	8	-7	-1	7	0	5
COc1cc([N+](=O)[O-])ccc1NC(=O)CC1SC(=Nc2ccc(F)cc2)N(CCC2=CCCCC2)C1=O (stereo unspecified)	16	1	7	-1	-8	3	10	-22	-7
Cc1ccc(-c2onc(C)c2C)cc1S(=O)(=O)N1CCOc2ccccc21	-38	-2	-1	-1	-10	-14	-12	2	1
CC(C)(C)c1ccc(C(=O)N2CCN(C(=O)c3cccs3)CC2)cc1	6	nt	nt	-1	nt	1	nt	2	5
O=S(=O)(/C=C/c1ccccc1)N1CCOCC1	5	0	1	0	-3	1	1	1	2
O=C1NC(=Nc2ccccc2)S/C1=C/c1cccs1	11	-1	-2	-2	10	15	13	2	5
CCCc1cc(=O)oc2cc(C)cc(OCC(=O)N3CCC(C(N)=O)CC3)c12	-2	5	4	9	23	-3	6	0	11
COC(=O)COc1ccc(-c2nccc(-c3ccc(Br)cc3)n2)cc1	-5	-4	-7	-1	12	2	4	2	12
CC1Cc2ccccc2N1C(=O)CSc1nc2c(c(=O)n(C)c(=O)n2C)n1Cc1ccccc1 (stereo unspecified)	-4	-2	-9	2	7	0	9	4	10
CCOC(=O)N1CCC(N2Cc3cccc(C(=O)Nc4c(C)cccc4CC)c3C2=O)CC1	6	-1	-6	2	9	0	-5	1	7
CC(C)CCNC(=O)c1c[nH]c2ccc(S(=O)(=O)N3CCOCC3)cc2c1=O	3	0	-8	6	-1	0	-18	5	4
C/C(=N\O)c1noc(C)c1C(=O)Nc1nccs1	4	-4	-2	5	-1	-10	-1	-1	1

Next entries
canonical_smiles	PREPL inh	LYPLA1 inh	LYPLA2 counter	PAFAH1B2 inh	ZTA DNA inh	pPAFAH inh	EBNA-1 inh	PAFAH2 inh	PAFAH1B3 inh
O=C(NNC(=O)c1ccncc1)Nc1ccccc1	3	1	7	6	-1	1	8	-6	12
O=C(COC(=O)Cc1ccccc1F)NNC(=O)c1ccc([N+](=O)[O-])cc1	-8	-4	0	0	-2	7	5	-2	-5
Cc1c(N=Cc2ccc[nH]2)c(=O)n(-c2ccccc2)n1C	7	-1	-1	1	9	5	-3	-6	5
CC1CCCC(C)N1CC(O)Cn1c2ccccc2c2ccccc21 (stereo unspecified)	1	-2	-3	3	-5	5	-1	-2	-4
Cc1nc2ccc(S(=O)(=O)NCC(=O)NC(C)c3ccccc3)cc2s1 (stereo unspecified)	-5	1	4	6	2	1	-2	-4	6
CCOC(=O)c1ccc(N=c2sc(C(=O)OC)cc(=O)n2C2CC2)cc1	0	2	1	3	-8	2	3	-4	1
CC1CN(c2ccc(Cl)nn2)CC(C)O1 (stereo unspecified)	11	-1	-2	3	-13	-11	-2	0	3
CN(C)Cc1ccccc1Sc1ccc2c(c1)CCCC2	-9	5	8	nt	-7	0	12	nt	nt
COc1cccc(CN(C)C(=O)c2cc(-c3ccc(F)cc3)nc3ccccc23)c1	6	0	2	2	-12	2	3	-7	-2
O=C(COC(=O)C1CCCO1)Nc1cccc(C(F)(F)F)c1 (stereo unspecified)	-2	1	1	1	-8	4	0	-3	7
CC(C)CCNC(=O)CCc1nnc2n(CCCOC(C)C)c(=O)c3ccccc3n12	-3	0	1	-1	-4	6	-3	-2	9
Cc1cc(N=Nc2ccc(C)c(N=Nc3cc(C)c(N)cc3N)c2)c(N)cc1N	70*	0	-1	4	-3	18	2	2	21
Cc1ccc(OCc2cc(C(=O)NC(C)Cc3cccc(C)n3)no2)cn1 (stereo unspecified)	16	0	2	1	11	3	-7	-3	-5
O=C(N/N=C/c1c[nH]c2ccccc12)c1cccc(Cl)c1	7	3	4	8	-11	5	8	9	-3
CC(C)C[C@@H](CSc1ccc(Br)cc1)N1CCN(C)CCC1=O	0	2	3	6	-7	3	-12	3	-12
Cc1c(C2C(C#N)=C(N)N(c3ccccc3C#N)C3=C2C(=O)CCC3)cnn1C (stereo unspecified)	2	-2	-5	3	4	4	-6	11	8
NS(=O)(=O)c1ccc(CCNC(=O)COC(=O)Cc2ccc([N+](=O)[O-])cc2)cc1	0	-2	2	11	-4	5	nt	9	12
Cc1ccc(S(=O)(=O)c2nc(NN(C)C)sc2Cl)cc1	5	2	8	2	-24	1	-3	5	8

Only part of the results is shown; the hit share may differ from the screen's.
